HSF1 activator: increases HSF-1 driven luciferase reporter signal; AID 504408; activation, % at 9 µM; NIH3T3-HGL HSF-1 luciferase reporter, MG132, 8 h; 100% = twice DMSO control signal; hit rate 1.7% among 300,000;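 active means mean replicate activation of at least 50% with a set share of replicates each reaching 50%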;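 further: 0% = median of the neutral control wells and 100% = twice that signal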
HSF1 inhib: HSF1 inhibition; NIH3T3-HGL HSE-luciferase, MG132-induced, luminescence 8 h; active compounds read low; activity change, negative = inhibition, % at 7.5 µM (by protocol); hit rate 0.77% among 300,000;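 active means more than half of replicate wells show activity change below -50%, luminescence cut by over half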;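 further: luciferase reports HSF-1 transcriptional activity via heat shock element; 0% = median of DMSO wells and -100% = zero luminescence signal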
GSK3A inh: human GSK-3 alpha kinase inhibition; P49840; ADP-Glo luminescence, 60 min; inhibition, % at 10 µM; hit rate 0.1% among 320,000; AID 2650;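 in the data active means inhibition above about 50%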;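 further: GST-tagged GSK-3 alpha with peptide substrate and 25 µM ATP; 0% = DMSO neutral wells and 100% = GW8510 positive control wells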
Target sequence (P49840 whole entry, looked up): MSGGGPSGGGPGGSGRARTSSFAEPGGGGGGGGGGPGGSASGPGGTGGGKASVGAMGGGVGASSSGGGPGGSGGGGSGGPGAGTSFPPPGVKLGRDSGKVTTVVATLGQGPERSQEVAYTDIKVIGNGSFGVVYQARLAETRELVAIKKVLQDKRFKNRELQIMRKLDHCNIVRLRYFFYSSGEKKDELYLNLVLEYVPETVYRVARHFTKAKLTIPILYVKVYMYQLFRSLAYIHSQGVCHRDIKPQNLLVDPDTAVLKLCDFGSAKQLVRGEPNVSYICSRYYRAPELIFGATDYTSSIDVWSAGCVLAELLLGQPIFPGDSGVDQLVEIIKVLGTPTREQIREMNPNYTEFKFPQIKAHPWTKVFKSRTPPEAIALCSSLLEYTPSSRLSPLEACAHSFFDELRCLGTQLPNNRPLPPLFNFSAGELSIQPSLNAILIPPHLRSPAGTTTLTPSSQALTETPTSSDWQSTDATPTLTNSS
HSP90 inh: blocks HSP90-mediated luciferase refolding in reticulocyte lysate; hit rate 0.91% among 290,000; inhibition, % at 5.6 µM; Rabbit reticulocyte lysate, luciferase refolding luminescence, 3 h;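 active means inhibition above the screen-wide mean plus 3 SD, computed separately per campaign, cut at about 16% in these data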;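 further: 0% = DMSO wells and 100% = 60 µM geldanamycin wells; inhibitors lower the luminescence because luciferase stays unfolded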
aSyn UTR inh: MLPCN primary screen, SNCA 5' untranslated region; inhibition, % (tested at 7.5 µM); hit rate 0.82% among 300,000; alpha-synuclein 5'UTR reporter, inhibitor activity; AID 1813; in the data active means inhibition above about 60%;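 further: H4 neuroglioblastoma cells stably carrying SNCA 5'UTR luciferase fusion; 0% = DMSO wells and 100% = positive control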
GSK3beta inhib: human GSK3beta kinase inhibition. P49841. GST-GSK3beta kinase, ADP-Glo luminescence, 60 min; active compounds read low. activity score (negative = inhibition), % at 10 µM. hit rate 0.038% among 300,000;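 active means more than half of replicate wells score below -50%, meaning over 50% inhibition versus plate controls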;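 further: 0% = median DMSO wells and -100% = median GW8510 positive control wells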
Target sequence (P49841 whole entry, looked up): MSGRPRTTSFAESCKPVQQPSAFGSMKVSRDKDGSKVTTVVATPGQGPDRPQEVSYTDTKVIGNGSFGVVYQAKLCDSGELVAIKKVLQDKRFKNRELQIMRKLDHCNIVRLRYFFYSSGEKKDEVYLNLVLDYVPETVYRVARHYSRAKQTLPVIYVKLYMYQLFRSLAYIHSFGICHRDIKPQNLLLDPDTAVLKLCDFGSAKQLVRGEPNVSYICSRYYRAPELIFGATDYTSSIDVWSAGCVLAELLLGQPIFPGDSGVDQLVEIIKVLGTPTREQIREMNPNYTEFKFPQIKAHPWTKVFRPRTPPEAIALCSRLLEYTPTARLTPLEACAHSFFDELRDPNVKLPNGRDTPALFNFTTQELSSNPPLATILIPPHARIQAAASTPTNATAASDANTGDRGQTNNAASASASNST
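Assay system: GST-tagged human GSK3beta kinase, cell-free; Input: 1.6 ng GSK3beta; Medium: Tris/MgCl2 kinase buffer; Timing: 60 min enzyme reaction, room temperature; Signal: ADP-Glo luminescence quantifying ADP generated by kinase; Evaluation: score relative to plate controls; Benchmarks: DMSO neutral wells and GW8510 at 20 µM as positive.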
IEC-6 tox: counter-screen for KLF5 inhibitors: cytotoxicity in IEC-6 cells; hit rate 0.78% among 290,000; IEC-6 cytotoxicity, luminescence viability; inhibition, % at 5 µM; AID 1825; in the data active means inhibition above about 22%;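 further: 0% = plate median of test compound wells and 100% = cytotoxic reference compound wells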
HIF act: HIF pathway transcriptional activation. U2OS HRE-luciferase reporter, luminescence; normalized: DMSO 0%, desferrioxamine 100%. activation, % at 7.5 µM (by protocol). hit rate 0.32% among 300,000;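 active means mean activation of at least 10% of the iron chelator positive control signal, with at least half of replicates also reaching 10%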
AI-2 QS mod: Vibrio harveyi AI-2 quorum sensing modulation; hit rate 0.4% among 300,000; AID 2094; Vibrio harveyi JMH597 AI-2 luminescence/OD600 ratio, 9 h; active compounds read low; strain lacks LuxN and CqsS sensors; 0 = neutral-control median; activity change, % at 7.5 µM; in the data active means activity change below about -75%, passing the limit was not always enough;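 further: luminescence divided by OD600 gain over 9 h not by final OD600 alone; inactives centre near 13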
KLF5 inhibitor: kruppel-like factor 5 inhibition; DLD-1 KLF5 promoter-luciferase reporter, luminescence; inhibition, % at 5 µM; hit rate 0.23% among 290,000; AID 1700;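 active means inhibition above a per-plate limit of that plate's mean compound inhibition plus 3 SD, cut at about 60% in these data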;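 further: 0% = DMSO wells and 100% = LY294002 at 200 µM; higher means less KLF5 promoter-driven luciferase light; inactives centre near -14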
An asterisk follows results filed as active; . = not tested or not shown.

Every second line gives: HSF1 activator	HSF1 inhib	GSK3A inh	HSP90 inh	aSyn UTR inh	GSK3beta inhib	IEC-6 tox	HIF act	AI-2 QS mod	KLF5 inhibitor
Cc1[nH]n(C)c(=O)c1N=Nc1ccc(S(C)(=O)=O)cc1
  -17	-10	-1	8	24	-1	0	-0.9	-12	-11
CCOC(=O)CNC(=O)CSc1nnnn1-c1ccc(C)c(C)c1
  12	0	2	0	-2	6	2	-0.6	7	17
NC1=NC[C@H](Cc2ccc(O)cc2)N1CC1CCCCC1
  -17	-12	-1	.	12	-1	.	0.1	65	.
CCc1nnc(NC(=O)c2c(-c3ccccc3)noc2C)s1
  46	11	1	1	-32	3	0	-32	5	-2
Cc1cc(NCc2ccccc2)c2ccccc2n1
  -11	-4	1	0	-7	.	7	1.1	.	-24
CC(=O)N1CCc2cc(S(=O)(=O)CCC(=O)NCc3cccs3)ccc21
  -18	-2	-6	0	3	2	2	-0.6	18	-12
Nc1ccccc1C(=O)NCCCN1CCOCC1
  -1	-3	-3	-3	-4	0	-6	0.8	24	-26
Cc1ccc(S(=O)(=O)N(C)CC(=O)OCC(=O)NC(=O)Nc2ccc3c(c2)OCCO3)cc1
  4	-9	-1	-6	-59	-1	2	0.6	28	-19
CCN(CC)C(=O)CSc1nc2c(sc(=S)n2-c2ccccc2)c(=O)n1-c1ccc(OC)c(OC)c1
  46	23	4	-3	-37	2	-3	-37	-6	-40
O=C(COc1ccccc1Cl)Nc1cc(Cl)ccc1O
  13	1	.	-2	-185	1	0	2.1	5	4

Sorted by SMILES length (smallest number first): 3 of the compounds above
Every second line gives: HSF1 activator	HSF1 inhib	GSK3A inh	HSP90 inh	aSyn UTR inh	GSK3beta inhib	IEC-6 tox	HIF act	AI-2 QS mod	KLF5 inhibitor
Nc1ccccc1C(=O)NCCCN1CCOCC1
  -1	-3	-3	-3	-4	0	-6	0.8	24	-26
Cc1ccc(S(=O)(=O)N(C)CC(=O)OCC(=O)NC(=O)Nc2ccc3c(c2)OCCO3)cc1
  4	-9	-1	-6	-59	-1	2	0.6	28	-19
CCN(CC)C(=O)CSc1nc2c(sc(=S)n2-c2ccccc2)c(=O)n1-c1ccc(OC)c(OC)c1
  46	23	4	-3	-37	2	-3	-37	-6	-40

The main list resumes, repeating the two entries before the break.
Every second line gives: HSF1 activator	HSF1 inhib	GSK3A inh	HSP90 inh	aSyn UTR inh	GSK3beta inhib	IEC-6 tox	HIF act	AI-2 QS mod	KLF5 inhibitor
CCN(CC)C(=O)CSc1nc2c(sc(=S)n2-c2ccccc2)c(=O)n1-c1ccc(OC)c(OC)c1
  46	23	4	-3	-37	2	-3	-37	-6	-40
O=C(COc1ccccc1Cl)Nc1cc(Cl)ccc1O
  13	1	.	-2	-185	1	0	2.1	5	4
Cc1cc(C)c(S(=O)(=O)N2CCOC2CNC(=O)C(=O)NCCc2c[nH]c3ccccc23)c(C)c1 (centres undefined)
  -13	0	-3	4	5	0	-2	-0.4	5	8
CCOC(=O)CSc1nc(C)cc(C)n1
  13	-4	-7	2	-5	1	-1	0.0	20	-8
COc1ccc(N2C3=C(CC4=C2CCCC4=O)C(=O)CCC3)cc1
  11	1	5	-4	3	-12	-13	-0.2	3	-23
Cc1[nH]c(=O)[nH]c(=O)c1S(=O)(=O)N1CCN(c2ccccc2)CC1
  9	-5	-2	1	-15	1	-1	0.0	36	-11
COc1ccccc1N1C(=O)c2ccc(C(=O)Nc3ccccc3O)cc2C1=O
  5	0	-2	-8	-12	-2	-2	-0.8	6	-43
O=C(O)c1cc2c(=O)c3ccccc3oc2nc1C(F)(F)F
  6	1	-1	7	5	0	1	-1.0	18	-20
CC12CCC(=O)N1C(C(=O)Nc1cc(C(F)(F)F)ccc1N1CCOCC1)CS2 (centres undefined)
  14	-1	-2	.	9	-2	.	-0.5	6	.
CCCN1CCN(CCCNC(=O)Cn2nc(C)n3c(cc4cc(OC)ccc43)c2=O)CC1
  1	-2	-3	-6	1	-4	-3	0.2	21	0
CCCn1nc(C(=O)NCC(C)(C)N2CCOCC2)c2ccccc2c1=O
  0	-2	1	1	-2	1	5	-0.4	14	6
COc1ccccc1N1CCN(C(=O)c2cc(-c3ccc4c(c3)OCO4)on2)CC1
  5	7	0	0	-34	2	-4	-0.2	19	-11
N/C(CS(=O)(=O)c1ccccn1)=N\OC(=O)c1ccc(Cl)cc1
  17	1	-1	-2	-45	0	-4	1.5	8	-59
Cc1nnc(NC(=O)C2CCCN(c3ncccn3)C2)s1 (centres undefined)
  -1	-4	5	-2	38	2	0	-0.3	10	-39
Cc1cc(C)n(CCCNC(=O)CCNS(=O)(=O)c2ccccc2C(F)(F)F)n1
  3	-4	-1	-1	-13	3	-4	0.6	25	-34
Cn1nnnc1SCC(=O)N1c2ccccc2CCc2ccccc21
  -24	-5	-1	0	12	-1	5	-0.9	30	-21
Cc1ccc([C@@H]2[C@@H]3C(=O)N(C)C(=O)[C@@H]3[C@]3(Cc4ccccc4)C(=O)N(Cc4ccccc4)CC(=O)N23)o1
  3	1	-4	-2	24	0	2	0.1	-3	-18
O=C(Cn1c(-c2ccccc2)c[n+]2ccsc12)c1ccccc1
  23	1	-2	-2	-25	0	3	2.6	4	13
Cc1cc([N+](=O)[O-])ccc1Nc1nc2ccccc2n2cnnc12
  11	-5	0	-2	33	1	-2	-1.6	10	-28
COc1cc(/C=N/NC(=O)c2cccc(N3CCCC3=O)c2)ccc1O
  3	-6	0	0	-7	-3	6	0.2	10	-19
CCc1ccc(NC(=O)CSc2ccc(-c3ccco3)nn2)cc1
  17	7	-8	0	-22	2	2	0.3	18	3
Cc1cc([N+](=O)[O-])nn1CC(=O)NCCCn1ccnc1
  3	-2	-1	2	14	1	0	-0.1	17	-5
CC1(C)C(C=C(Cl)Cl)C1C(=O)N1CCN(Cc2ccccc2)CC1 (centres undefined)
  -2	-2	-3	-4	16	4	0	-0.6	16	1
C=CCNC(=O)C1CC(=O)N(c2ccc(OCC(=O)N3CCCC3)cc2)C1 (centres undefined)
  -15	-3	-2	0	4	-1	-2	0.7	38	-24
O=C(NCCOCc1ccccc1)C(c1ccccc1)c1ccccc1
  -7	-1	-2	0	9	-1	-4	-0.9	1	-16
Cc1ccc(OCCCC(=O)NC(C)c2ccccc2)cc1 (centres undefined)
  39	13	-3	8	-2	-1	0	-0.8	31	-21
O=C1c2ccccc2C(=O)N1CC1c2ccccc2CCN1C(=O)CN1CCOCC1 (centres undefined)
  0	-1	1	1	26	5	0	0.0	9	5
O=C(CNc1ccccc1Cl)N/N=C1\CCCc2ccccc21
  25	3	-2	0	2	-2	0	-1.9	0	-19
Cc1cccc2sc(NNC(=O)c3ccc(S(=O)(=O)N4CCCC(C)C4)cc3)nc12 (centres undefined)
  -10	-11	-1	8	78*	2	0	0.2	10	19
COc1ccc(CC(=O)Oc2cc(C)ccc2C)cc1
  1	-6	-1	17*	-4	1	-1	-1.4	4	-8
CCOc1ccc(N(CC(=O)NCc2ccccc2)S(C)(=O)=O)cc1
  16	6	.	-2	-55	-1	-2	0.4	13	-44
CC(=O)Oc1c(C)cc(O)c2ccccc12
  -10	1	1	-2	-16	-1	5	.	4	-25
O=C(CN1CCN(c2ccc(F)cc2)CC1)NCC1CCCO1 (centres undefined)
  .	.	-1	5	2	0	-2	0.1	3	-15
O=C1CN=C(Nc2cccc(C(F)(F)F)c2)N1C1CCCC1
  3	-10	-1	0	-60	1	-3	.	13	-12
COc1ccc(Cn2cccc(NC(=O)Nc3ccc(F)cc3)c2=O)cc1
  0	-3	-1	0	-15	-3	0	-0.5	24	-21
Cc1ccc(/C=C/C(=O)Nc2ccc(S(N)(=O)=O)cc2)o1
  -7	-1	0	-4	-5	5	-5	0.2	31	-27
COCCNC(=O)C(=O)c1c(-c2ccccc2)[nH]c2ccccc12
  4	-3	-1	0	17	-3	6	0.0	5	-5
O=C(CN1CCOCCOCCN(CC(=O)Nc2ccccc2)CCOCC1)Nc1ccccc1
  13	16	-1	-1	-19	-3	-5	1.0	4	-19
COCC(C)OC(=O)c1c(N)n(-c2ccc(OC)c(OC)c2)c2nc3ccccc3nc12 (centres undefined)
  -3	-5	0	2	-13	8	9	-0.1	21	-11
O=C(/C=C/c1ccccc1)Nc1ccc(NC(=O)c2cccs2)cc1
  -2	-5	-1	-1	-29	3	1	-0.6	-4	-13
Nc1ccc2nc(-c3ccc(Cl)cc3)[nH]c2c1
  28	19	0	.	-176	1	.	0.1	15	.
COc1oc(-c2ccccc2)nc1C(F)(F)F
  -1	10	1	-1	9	1	-1	0.0	28	-6
Cc1ccc(NC(=O)CN(C)C(=O)C2COc3ccccc3O2)cc1 (centres undefined)
  -8	-5	-4	2	3	3	-2	-0.6	27	-29
CSc1nc(Oc2cccc(C(F)(F)F)c2)cc(C(F)(F)F)n1
  1	5	-3	2	3	1	0	0.3	-1	9
CCOC(=O)C(CCC#N)(CCC#N)C(=O)OCC
  -7	13	-3	1	19	0	-4	-0.5	6	5
Cc1cc(C)c(Cn2c(=O)n(CCCC(=O)NCc3ccco3)c(=O)c3ccccc32)c(C)c1
  9	11	-3	2	3	0	0	0.3	-4	12
Clc1ccc(-n2nnnc2SCc2c(-c3ccccc3)nc3sccn23)cc1
  26	4	1	-1	-19	1	0	-0.1	16	0
